# KDM5B inh = blocks human KDM5B histone demethylase activity | 220,000 tested, 2.6% active | Potency, µM (series often up to 57.7 µM), without a hit: at the highest dose activity change, negative = inhibition, usual class: inhibitors | KDM5B demethylase, FDH-coupled NADH fluorescence (FDH is formaldehyde dehydrogenase) | Q9UGL1; active means well fitted inhibition curve with a large enough effect; inconclusive means small, poorly fitted or top-dose-only effect; inactive means no such curve, though single readings can be large or run the other way; further: 0% is about no effect; nearly all actives have a fitted effect of over 70% in size
# Target sequence (Q9UGL1 whole entry, looked up): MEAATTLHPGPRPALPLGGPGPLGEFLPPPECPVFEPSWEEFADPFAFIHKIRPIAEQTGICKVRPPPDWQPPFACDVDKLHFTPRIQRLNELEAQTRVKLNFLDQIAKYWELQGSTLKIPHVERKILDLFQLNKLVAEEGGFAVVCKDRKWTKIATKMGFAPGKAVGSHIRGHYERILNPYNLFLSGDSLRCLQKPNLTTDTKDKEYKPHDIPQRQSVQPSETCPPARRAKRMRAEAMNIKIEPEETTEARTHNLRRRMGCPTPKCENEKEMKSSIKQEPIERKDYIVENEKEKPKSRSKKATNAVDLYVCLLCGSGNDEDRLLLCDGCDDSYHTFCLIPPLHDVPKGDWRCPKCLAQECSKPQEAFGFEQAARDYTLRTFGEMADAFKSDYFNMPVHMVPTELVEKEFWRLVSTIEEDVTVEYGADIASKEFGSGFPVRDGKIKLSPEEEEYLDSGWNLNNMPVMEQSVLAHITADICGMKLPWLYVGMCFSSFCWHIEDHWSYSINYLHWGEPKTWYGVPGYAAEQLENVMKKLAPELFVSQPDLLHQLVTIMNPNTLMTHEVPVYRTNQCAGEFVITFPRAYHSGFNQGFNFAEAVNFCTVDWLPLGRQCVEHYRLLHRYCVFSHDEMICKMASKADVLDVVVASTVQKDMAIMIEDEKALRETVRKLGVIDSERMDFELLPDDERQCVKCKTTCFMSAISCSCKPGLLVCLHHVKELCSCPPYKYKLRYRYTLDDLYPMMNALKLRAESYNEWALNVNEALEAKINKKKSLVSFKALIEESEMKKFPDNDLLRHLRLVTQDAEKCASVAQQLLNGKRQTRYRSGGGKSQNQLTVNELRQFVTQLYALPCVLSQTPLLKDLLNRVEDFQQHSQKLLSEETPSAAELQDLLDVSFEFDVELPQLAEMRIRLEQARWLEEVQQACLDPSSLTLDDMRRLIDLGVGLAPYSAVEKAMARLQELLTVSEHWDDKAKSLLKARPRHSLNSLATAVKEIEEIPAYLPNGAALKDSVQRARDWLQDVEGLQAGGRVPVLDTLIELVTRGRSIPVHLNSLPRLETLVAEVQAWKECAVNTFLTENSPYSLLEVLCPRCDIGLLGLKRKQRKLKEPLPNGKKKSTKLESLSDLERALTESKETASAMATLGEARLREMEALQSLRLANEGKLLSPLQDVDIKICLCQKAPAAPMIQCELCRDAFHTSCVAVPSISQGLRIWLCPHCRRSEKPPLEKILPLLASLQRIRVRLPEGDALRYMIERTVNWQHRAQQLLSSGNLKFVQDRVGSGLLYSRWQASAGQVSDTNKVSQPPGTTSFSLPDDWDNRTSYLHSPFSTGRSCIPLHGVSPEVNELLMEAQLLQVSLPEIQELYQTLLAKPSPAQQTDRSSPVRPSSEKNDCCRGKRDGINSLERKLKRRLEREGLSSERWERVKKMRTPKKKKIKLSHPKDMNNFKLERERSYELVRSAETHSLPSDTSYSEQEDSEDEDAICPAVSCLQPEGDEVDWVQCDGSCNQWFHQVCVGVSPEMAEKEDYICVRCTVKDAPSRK
#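 qHTS format, multiple compound concentrations. Buffer 50 mM HEPES pH 7.5/0.01% Tween-20; 200 nM KDM5BΔAP final; 10 min compound preincubation; substrate-mix levels 12.5 µM peptide, 25 µM α-KG, 0.25 mM NAD⁺; 30 min RT; ΔRFU.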
# * marks the source's active call; other numbers are inactive results; i = inactive; ? = inconclusive; & = joins results of further samples; [ ] = dose if it differs, or a comment. Potency means the concentration at half of the fitted maximal effect. An excerpt (hit frequency here may not be typical).
SMILES,KDM5B inh
CC(C)c1ccc(N2C(=O)N[C@@H]3CCN(C(=O)c4ccc(C(F)(F)F)cc4)[C@@H]3C2=O)cc1,-1%
COc1cccc(/C=C(/C#N)C(=O)c2c[nH]c3cc(F)ccc23)c1,0%
CC(C)CC(NC(N)=O)C(=O)Nc1ccc(C(C)(C)C)cc1 (stereo unspecified),2%
CN(c1ccccc1)C1CNC1,?
CCCCn1c(SCC(=O)c2ccccc2)nc2c(sc3ccccc32)c1=O,-4%
COC(=O)CNC(=O)C1CCc2nnc(-c3ccccc3OC)n21 (stereo unspecified),-53%[149 µM]
CC(=O)c1c(C)oc2c(Cl)cc(NS(=O)(=O)c3ccc(C(C)(C)C)cc3)cc12,16%
COc1ccc(OC)c(NC(=O)CSc2nc3c(c(=O)n2C)SCC3)c1,18%
Cc1nc(N2CCC(C(=O)NCCc3ccccc3)CC2)cc(C(F)(F)F)n1,?
CCC(CC)NC(=O)Cn1cnc2c1c(=O)n(C)c(=O)n2C,-1%
Cc1cc(Cl)ccc1NS(=O)(=O)c1cc(-c2c(C)nn3c2NC(=O)CCC3=O)ccc1C,?
COc1ccc(Cl)cc1NC(=O)c1cccc(-c2ccc(S(=O)(=O)N3CCCC3)cc2)c1,-25%
CCc1ccc(NC(=O)C2CCN(c3ncnc4c3sc3ncccc34)CC2)cc1,-5%
CC1(C)C[C@H](NC(=O)c2cccc(F)c2)[C@@]2(CCC(=O)NCc3ccco3)CC[C@](C)(O)C[C@@H]12,-1%
Cc1nn2c(c1-c1ccccc1N1CCCC1)N(C(=O)c1cccc(N(C)C)c1)CCC2,?
Cc1c(C(=O)N2CCCC2)oc2c1-c1nn(CC(=O)NCc3ccc(OC(C)C)cc3)cc1CC2,?
CN(CC1CCOCC1)S(=O)(=O)c1cc(F)cc(F)c1,-6%
COc1cccc(C2C(C(=O)Nc3ccc(C)cc3C)=C(C)Nc3c(C(=O)Nc4cccc(C)c4)cnn32)c1OC (stereo unspecified),?
C=CCC(C(=O)c1ccccc1)C(=O)c1ccccc1,9%
COc1ccc2nc(Nc3nc(CSc4ccc(C)cc4)cc(=O)[nH]3)nc(C)c2c1,-14%
CCS(=O)(=O)NCC1(COc2ccc(S(C)(=O)=O)cc2)C[C@@H](O)[C@@H](O)C1 (stereo partly specified),?
C=CCNC(=O)N[C@H]1CCN2C(=O)c3ccc(Cl)cc3NC(=O)[C@@H]2C1,?
COc1nccnc1NC1CCN(C(=O)COc2ccc(C)cc2)CC1,28µM*
O=C(O)c1ccc(COc2ccc(Br)cc2)cc1,28%
O=C(c1ccc(Cl)cc1)N1CC2(CCN(C3COC3)C2)Cc2ccccc21 (stereo unspecified),7%[115 µM]
O=C(C1CC1)N1CCC(Cc2nc(-c3ccccc3)n[nH]2)C1 (stereo unspecified),32%
CCc1ccc(-c2nc(SC(C(=O)N(CC)CC)c3ccccc3)n[nH]2)cc1 (stereo unspecified),3%
OCCCCSc1ccc(O)cc1,-14%
Cc1cc(C)c2c(=O)cc(C(=O)Nc3ccc(OC(F)F)cc3)oc2c1,-12%
CCCn1c(C)cc(C(=O)COC(=O)c2nn(CCC)c(=O)c3ccccc23)c1C,-3%
Cc1ccc(NC(=O)CSc2nc(C)c(Cc3ccccc3)c(=O)[nH]2)cc1C,9%
O=C(CN1CCSc2ccccc21)NCc1ccccc1F,-50%
COC(=O)C1Cc2c([nH]c3ccccc23)CN1C(C)=O (stereo unspecified),?
CCn1cc(C(=O)NCCCN2CCCC(C)C2)c(=O)c2cc(S(=O)(=O)N(C)C3CCCCC3)ccc21 (stereo unspecified),7%
CC(C)OCCCNC(=O)C1Cn2cccc2C(=O)N1 (stereo unspecified),-1%
O=C(CC1CCCC1)NCc1ccncc1,25%

# Molecules from the list above containing a furan ring, fused or not (3):
SMILES,KDM5B inh
CC(=O)c1c(C)oc2c(Cl)cc(NS(=O)(=O)c3ccc(C(C)(C)C)cc3)cc12,16%
CC1(C)C[C@H](NC(=O)c2cccc(F)c2)[C@@]2(CCC(=O)NCc3ccco3)CC[C@](C)(O)C[C@@H]12,-1%
Cc1c(C(=O)N2CCCC2)oc2c1-c1nn(CC(=O)NCc3ccc(OC(C)C)cc3)cc1CC2,?

# Next part:
SMILES,KDM5B inh
Cc1ccc2nc(CSc3nnc(NC(=O)C(C)C)s3)cc(=O)n2c1,6%
CCOc1ccc(/C=N/NC(=O)c2cc3ccccc3cc2OC)cc1,?
Cc1cc2c(cc1C)/C(=N/NC(=O)c1ccccn1)CCC2,14%
CCOC(=O)c1cccc(NS(=O)(=O)c2cc(-c3nn(C)c(=O)c4c3CCCC4)ccc2CC)c1,9%
COC(=O)C1=C(C)NC(C)=C(C(=O)OC)C1c1ccco1,3%
COCc1nnc2n1CCC(NC(=O)CCc1ccc(OC)cc1)CC2 (stereo unspecified),11%
COc1ccc2[nH]c(=O)c(CN(C(=O)c3ccccc3Cl)c3ccccc3)cc2c1,-15%
CCOc1ccccc1C1CC(=O)Oc2c1c(=O)n(C)c1ccccc21 (stereo unspecified),8%
CC(C)c1cc(C=O)c(O)c(C=O)c1,-10%
Cc1ccc(NC(=O)c2ccc(CSc3ccc(Cl)cc3)cc2)c(C)c1,18%
CCc1noc(C)c1C(=O)Nc1nc(-c2ccc(F)cc2)c(C)s1,-15%
COc1ccccc1-c1ccnc(N[C@H]2CO[C@H]3[C@@H]2OC[C@@H]3NC(=O)Nc2cccc(C(F)(F)F)c2)n1,-28%
COc1ccc(/C=N/n2c(C)nc3sc(C)c(C)c3c2=O)cc1,1%
CC1CCN(C(=O)CN(C)CC(=O)Nc2c(Cl)cccc2Cl)CC1,2%
COc1cc(C(=O)NCC(c2ccc(Cl)cc2)N2CCOCC2)cc(OC)c1OC (stereo unspecified),-8%&9%
CC(C)c1ccc(N2C(=O)[C@@H]3C[C@@H](NC(=O)C4CCN(c5nccc(C(F)(F)F)n5)CC4)CCN3C2=O)cc1,28µM*
CCOC(=O)N1CCN(Cc2nc3c(c(=O)n(C)c(=O)n3C)n2CC(=O)OC)CC1,16%
COc1ccc(OC)c(CN2CCCC(COc3ccccc3C(=O)N3CCCC3)C2)c1 (stereo unspecified),-11%
COc1ccc2nc(-c3ccccc3)cc(C(=O)OCC(=O)N3CC(C)OC(C)C3)c2c1 (stereo unspecified),?
Cc1cccc(-c2nnc(SCc3cn4cccc(C)c4n3)o2)c1,21%
O=C(c1ccno1)N1CCOC[C@H](Oc2ccc(C(F)(F)F)cc2)C1,0%[86.2 µM]
CCOC(=O)c1c(S(=O)(=O)N2CCN(c3cccc(C(F)(F)F)c3)CC2)c(C)n(C)c1C,3%
CN(C(=O)CCc1nc(-c2ccccc2F)no1)c1ccc(Cl)cc1,-18%
COc1ccccc1OCCN1C(=O)C2(CCOCC2)CC1c1nnnn1C(C)(C)C (stereo unspecified),9%
CCCCc1nc2ccccc2n2c(-c3ccc(C)cc3)c3c(=O)n(C)c(=O)n(C)c3c12,-14%
O=c1c2c(CO)c(-c3ccccc3)nn2ccn1Cc1cc(F)ccc1F,?
NCc1cc(NC(=O)c2ccccn2)cc(C(=O)N2CC[C@H]3CNC[C@H]32)c1,?
O=C(Nc1ccc(F)cc1F)c1ccc2c(=O)n3c(nc2c1)CCCCC3,-12%
CCOC(=O)C1CCN(C(c2ccccc2)c2c(O)cc(C)n(Cc3ccco3)c2=O)CC1 (stereo unspecified),?
CCN(Cc1ccncc1)C(=O)C1(Oc2ccc(C)cc2)CCNCC1,?
CCCCNC(=O)CCc1cc2ccc(C)cc2[nH]c1=O,?
Cc1ccc2oc(C(=O)NCC(c3cccs3)N3CCCCC3)cc(=O)c2c1 (stereo unspecified),4%
Cc1cn2c(=O)cc(COc3cccc(NC(=O)c4ccccc4C)c3)nc2s1,-37%
CSc1ncc(C(=O)Nc2cc(C)ccc2C)c(C)n1,4%
O=C(Cn1nc(-c2ccc(Cl)cc2)c2ccccc2c1=O)Nc1cccc(Br)c1,-6%&-18%
COCC(=O)N1CC[C@]2(O)CCN(C(=O)c3ccc(OC)o3)C[C@@H]2C1,-3%

# Structures above that have a Cl atom:
SMILES,KDM5B inh
CC(=O)c1c(C)oc2c(Cl)cc(NS(=O)(=O)c3ccc(C(C)(C)C)cc3)cc12,16%
Cc1cc(Cl)ccc1NS(=O)(=O)c1cc(-c2c(C)nn3c2NC(=O)CCC3=O)ccc1C,?
COc1ccc(Cl)cc1NC(=O)c1cccc(-c2ccc(S(=O)(=O)N3CCCC3)cc2)c1,-25%
C=CCNC(=O)N[C@H]1CCN2C(=O)c3ccc(Cl)cc3NC(=O)[C@@H]2C1,?
O=C(c1ccc(Cl)cc1)N1CC2(CCN(C3COC3)C2)Cc2ccccc21 (stereo unspecified),7%[115 µM]
COc1ccc2[nH]c(=O)c(CN(C(=O)c3ccccc3Cl)c3ccccc3)cc2c1,-15%
Cc1ccc(NC(=O)c2ccc(CSc3ccc(Cl)cc3)cc2)c(C)c1,18%
CC1CCN(C(=O)CN(C)CC(=O)Nc2c(Cl)cccc2Cl)CC1,2%
COc1cc(C(=O)NCC(c2ccc(Cl)cc2)N2CCOCC2)cc(OC)c1OC (stereo unspecified),-8%&9%
CN(C(=O)CCc1nc(-c2ccccc2F)no1)c1ccc(Cl)cc1,-18%
O=C(Cn1nc(-c2ccc(Cl)cc2)c2ccccc2c1=O)Nc1cccc(Br)c1,-6%&-18%

# (more compounds)
SMILES,KDM5B inh
CN1CC(=O)N(C2CCNC2)Cc2c(NCCc3cccc(F)c3)ncnc21 (stereo unspecified),-22%[115 µM]
COc1ccccc1Nc1nc(-c2ccc(O)c(C(N)=O)c2)cs1,-21%
CC(C(=O)NN)n1nnc(N2CCOCC2)n1 (stereo unspecified),-5%
Cc1cnn(CCC(=O)N2CC(F)(F)C[C@H]2c2nnc(C)o2)c1,6%
COc1ccc(C2(C(=O)N3CCC4(CC3)NCCc3c4[nH]c4ccccc34)CC2)cc1,-14%
COc1ccc(N2Cc3c(ncnc3N3CCOCC3)N(C)CC2=O)cc1,20%
CCN1CCN(c2nc(-c3ccccc3)nc3cc(OC)c(OC)cc23)CC1,8%
CCOC(=O)c1oc2ccc(S(=O)(=O)n3nc(-c4cc(OCC)c(OCC)c(OCC)c4)cc3N)cc2c1C,-19%
COc1cccc(CCC(=O)N2CCCC(Cc3nc(C4CCOCC4)no3)C2)c1 (stereo unspecified),?
CCc1ccc(NC(=O)CSc2nnc(CC)c(CC)n2)cc1,0%
COCCNC(=O)[C@@H]1C[C@@H](O)CN1C1CCN(C(=O)c2ccc(OC)nc2)CC1,7%
Cc1cccc(S(=O)(=O)N2[C@@H]3CC[C@H]2CC(NC(=O)c2ccc(F)cc2)C3)c1 (stereo partly specified),-19%
O=C1CCSC2(C(=O)N(Cc3ccc(F)cc3)c3ccccc32)N1c1ccc(F)c(F)c1 (stereo unspecified),?
CCN1CCN(C(c2ccc(F)cc2)c2c(O)cc(C)n(CCOC)c2=O)CC1 (stereo unspecified),-13%
CN1c2cccnc2CN(Cc2ccccn2)CC[C@H]1CO,18%[86.2 µM]
Cc1ccc(CN(C(=O)COc2ccccc2[N+](=O)[O-])c2ccccn2)o1,-26%
O=C(NCCc1ccccc1)c1ccc(Cn2c(=O)c3cccn3c3cccnc32)cc1,?
CCN1C(=O)CCN(C(=O)CCc2ccc(OC)cc2)CC12CCOCC2,15%
CCNC(=O)N1CCC2(CC1)CC(N(C(=O)c1ccccc1)C1CC1)CCO2 (stereo unspecified),31%[activator]
COc1ccc(CNC(=O)[C@@H]2Cc3cn(Cc4cccnc4)c4cccc(c34)[C@H](CC(C)C)N2)cc1,2%
Cc1ccc(NC(=O)CSCc2nc3ccccc3c(=O)[nH]2)cc1,?
N#Cc1ccc(NCc2cccc(NC(=O)C3CC3)c2)nc1,-17%
CC1(C)C2([N+](=O)[O-])CN3CC1([N+](=O)[O-])CN(C2)C3c1ccc(O)c(O)c1 (stereo unspecified),-25%
Fc1ccc(Br)cc1-c1nc2cc3c(cc2[nH]1)OCCO3,i
Cc1cc(-c2cnc3n[nH]c(-c4ccccc4)c3n2)ccn1,-7%[115 µM]
Cc1nnc(-c2cc(NCc3cccs3)ccn2)n1C1CCCCC1,-12%[86.2 µM]
Cc1ccc2nc(N3CCN(C(=O)C4COc5ccccc5O4)CC3)sc2c1 (stereo unspecified),-16%
COc1ccc(NC(=O)CN(C)S(=O)(=O)c2ccc3[nH]c4c(c3c2)CCCC4)cc1OC,-16%
O=C(CC1CCCC1)N1CCC2(CC1)CC(N(Cc1ccccc1)C1CC1)CCO2 (stereo unspecified),4%
Cc1ccccc1OCC(=O)OCc1cc(=O)n2nc(-c3cccs3)sc2n1,-22%
Cc1cccc(C(=O)NCc2nnc(SCC(=O)NCc3ccccc3)n2-c2ccccc2)c1,?
c1cc2nc(C3CCCCC3)[nH]c2cn1,-18%[115 µM]
CC(=O)Nc1ccc(NC(=O)COC(=O)c2ccc3ccccc3n2)cc1,8%
Cc1oc2ccc(OCc3ccc(Cl)cc3)cc2c1C(=O)O,-5%
O=C(NCc1ccccc1Cl)c1cc2c(s1)-c1ccc(Cl)cc1SC2,?
CNC(=O)c1cnn2c1CN(C(=O)c1ccccc1F)CC2,11%[149 µM]
Cc1ccccc1CCNC(=O)C1CC2CCCC(C1)C2=O (stereo unspecified),-23%
C=CC[C@H]1CC(Cc2ccccc2)=C[C@H](CC=C)N1,?
CCCCn1c(CCC(=O)Nc2ccccc2C(C)(C)C)nc2c1c(=O)[nH]c(=O)n2CCC,-5%
CN(C)C(=O)C1CN(C(=O)Nc2ccc(F)cc2)CC12CCOCC2 (stereo unspecified),-16%
CC(=O)Nc1ccc2oc(-c3cccc4ccccc34)nc2c1,351%[activator]
COC(=O)c1c(NC(=O)COc2ccc(Cl)cc2)sc(C)c1C,-4%
O=C(c1ccnc2[nH]ccc12)N1CCOCC1,126µM*
c1ccc(CCc2nnc3sc(-c4c[nH]c5ccccc45)nn23)cc1,-8%
COc1ccccc1CC(=O)N1CCc2c(nc[nH]c2=O)C1,-30%
Cc1cc(NC(=O)CN2CCN(c3nccs3)CC2)no1,-4%

# Screening data as filed in PubChem.
